ERp5 inh: inhibitors of ERp5-driven insulin aggregation, primary screen, biochemical, turbidity, absorbance 650 nm, single point | 90 min | inhibition, % at 9.99 µM | 0.05% of 350,000 active;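 active = mean replicate inhibition above about 25%, with every replicate also reaching it, limit read from the data, passing the limit was not always enough; inconclusive = only one of those two criteria met; inactive = neither criterion met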
Target sequence (Q15084 whole entry, looked up): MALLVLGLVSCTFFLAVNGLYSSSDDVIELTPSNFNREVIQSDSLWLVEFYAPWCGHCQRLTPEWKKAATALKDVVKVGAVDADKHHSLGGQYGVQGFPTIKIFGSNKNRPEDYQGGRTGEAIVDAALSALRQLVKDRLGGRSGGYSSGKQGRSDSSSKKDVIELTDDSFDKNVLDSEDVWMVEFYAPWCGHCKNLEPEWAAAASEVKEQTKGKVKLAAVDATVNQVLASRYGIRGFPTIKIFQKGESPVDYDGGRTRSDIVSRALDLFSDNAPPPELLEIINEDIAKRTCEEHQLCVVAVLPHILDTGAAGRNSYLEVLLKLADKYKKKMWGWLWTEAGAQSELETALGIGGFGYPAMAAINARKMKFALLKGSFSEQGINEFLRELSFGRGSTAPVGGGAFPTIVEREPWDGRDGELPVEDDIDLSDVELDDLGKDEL
miR122 inh: miR-122 Renilla sensor signal increase in Huh7, primary screen, miR-122 inhibitor project, cell-based, single point, plate reader; Huh7 miR-122 Renilla luciferase sensor, 48 h; neutral wells = 0, positive control = 100; activation (reporter increase), % at 12.5 µM; AID 602342, 2012; 0.3% of 340,000 active;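 active = mean replicate activation score at least 90 and every replicate individually at or above 90; inconclusive = only one of the two criteria met; inactive = neither criterion met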;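 note: higher luciferase means less miR-122 activity so hits act as miR-122 inhibitors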
Cneo AK release: Cryptococcus neoformans cell lysis inducers, primary screen, AK release luminescence, single concentration; 0.2% of 360,000 active; C. neoformans lysis, adenylate kinase release luminescence, 4 h; normalised: neutral wells 0, clomiphene wells 100; lysis activity, % at 15 µM;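 active = mean lysis activity across replicates of at least 80%, whatever share of replicates individually reach that level; inactive = mean lysis activity below 80%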
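Test system: log-phase Cryptococcus neoformans yeast cells. Input: 5 × 10^6 yeast cells/mL. Medium: fresh YPD growth medium. Doses: single dose. Incubation: static 4 h at 37 °C with compound, 1 h detection. Measured by: luminescent adenylate kinase detection reagent. Read-out: signal increase indicating cell lysis. Benchmarks: Clomiphene.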
C2C12 statin: suppressors of statin myotoxicity in C2C12 myotubes, primary screen, cell-based, single point, plate reader; 0.78% of 330,000 active; C2C12 myotubes + simvastatin, ATP luminescence, 48 h; scaled: DMSO 0, geranylgeraniol control 100; rescue of ATP level, % at 7.49 µM;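 active = mean ATP rescue above about 67%, or every replicate alone reaching that limit, limit read from the data, passing the limit was not always enough; inconclusive = no clear call, values can overlap the other calls; inactive = mean under the limit and some replicate under it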;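 note: myotubes were challenged with 10 µM simvastatin during compound exposure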
esBAF inh: Bmi1 luciferase reporter increase in mESCs, primary screen, esBAF inhibitor project, mouse ES cells, Bmi1 luciferase knock-in, single point; reporter increase, % at 12.5 µM; AID 602393, 2012; 2% of 350,000 active; 24 h; 100% = twice the neutral-well signal; in the data active = activation above about 40%; inconclusive = no clear call, values can overlap the other calls;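 note: 0% = median of the plate's neutral control wells and 100% = double that signal; a rise in the Bmi1 reporter signal indicates esBAF inhibition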
ARNT TACC3 PPI: disruptors of ARNT/TACC3 protein interaction, primary screen, biochemical, AlphaScreen, single concentration; inhibition, % at 9.99 µM; Transforming acidic coiled-coil-containing protein 3 (Homo sapiens), Q9Y6A5; 0.66% of 390,000 active; AlphaScreen His-ARNT PAS-B/GST-TACC3 binding, luminescence; TACC3 fragment carries E629A point mutation; AID 623870, 2012;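 active = mean inhibition of replicates at least 50% and at least half of replicates each reaching 50%; inconclusive = half or more replicates reach 50% but mean below 50%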;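 note: 0% = complete ARNT plus TACC3 wells and 100% = ARNT alone without TACC3; many hits fall short of the cut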
SIRT5 block: SIRT5 desuccinylase inhibitors, primary screen, biochemical, fluorescence imaging, single point, set 5; Purified SirT5, succinyl-peptide AMC, trypsin-coupled fluorescence; inhibition, % at 15 µM; 1.1% of 330,000 active; AID 652115, 2013; in the data active = inhibition above about 15%; inconclusive = no clear call, values can overlap the other calls
Target sequence (Q9NXA8 whole entry, looked up): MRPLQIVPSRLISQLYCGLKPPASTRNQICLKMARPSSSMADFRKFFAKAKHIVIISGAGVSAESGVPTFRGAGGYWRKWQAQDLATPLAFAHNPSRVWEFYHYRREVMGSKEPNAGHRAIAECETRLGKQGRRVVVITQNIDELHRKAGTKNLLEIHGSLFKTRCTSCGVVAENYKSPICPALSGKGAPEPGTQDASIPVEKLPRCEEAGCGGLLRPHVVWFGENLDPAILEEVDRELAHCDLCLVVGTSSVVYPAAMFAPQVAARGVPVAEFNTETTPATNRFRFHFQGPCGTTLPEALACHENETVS
The depositor's hits bear a star; u = inconclusive; x = not tested or not shown; [ ] = another dose, or the depositor's remark. Not a hit list, and some 4% of all compounds hit somewhere here.

Every second line gives: ERp5 inh, miR122 inh, Cneo AK release, C2C12 statin, esBAF inh, ARNT TACC3 PPI, SIRT5 block
- O=C(NC(N1CCOCC1)C(Cl)(Cl)Cl)c1cc([N+](=O)[O-])cc([N+](=O)[O-])c1 (stereo unspecified)
→ 1, x, x, x, x, -2, -9
- CC(C)c1cccc(-c2csc(C(C)(O)c3cccc(F)c3)n2)c1 (stereo unspecified)
→ -1, 2, -3, -58, -8, x, x
- CCN(CC)S(=O)(=O)c1ccc2[nH]cc(C(=O)NCCN3CCCCCC3)c(=O)c2c1
→ x, 3, 1, 8, 1, -6, x
- CC(=O)NC[C@H]1[C@@H](c2ccc(-c3cccc(F)c3)cc2)[C@@H](CO)N1C(C)=O
→ -3, -18[16.7 µM], 2, -7, -1, -7, -2
- C=CCC[C@@H](Cc1ccc(F)cc1)C(=O)OC[C@@H]1CCCN1C(=O)[C@@H](CC=C)CC(=O)N(CCO)Cc1ccccc1
→ 0, -12, 1, -13, 3, 4, x
- COC(=O)C1(CC2CC(c3ccccc3)=NO2)CCN(C(=O)OC(C)(C)C)CC1 (stereo unspecified)
→ 1, -1, -1, -2, -13, -3, x
- O=C(N[C@@H]1C/C=C\C[C@H](CC(=O)N(CCO)Cc2ccccc2)C(=O)NC[C@@H](c2ccccc2)OC1=O)OCC1c2ccccc2-c2ccccc21
→ 1, -2, 2, -27, -27, -9, x
- CCOC(=O)C1CCCN(CC(=O)Nc2c(F)c(F)c(F)c(F)c2F)C1 (stereo unspecified)
→ x, -7, 2, 2, 12, -5, x
- COc1ccc(C2/C(=C(/O)c3ccccc3)C(=O)C(=O)N2c2ccccn2)c(OC)c1 (stereo unspecified)
→ x, -3, 0, 9, -4, 1, x
- O=C(NC1CCCC1)C(NS(=O)(=O)c1ccc(Br)s1)c1ccccc1 (stereo unspecified)
→ 2, 4, -2, x, x, -23, -1

Next part
Every second line gives: ERp5 inh, miR122 inh, Cneo AK release, C2C12 statin, esBAF inh, ARNT TACC3 PPI, SIRT5 block
- O=C(NC(c1ccccc1)c1ccccc1)c1ccc(Br)o1
→ x, 2, -1, 10, -2, x, x
- CCOc1nc(NC(=O)NS(=O)(=O)c2ccccc2F)nc(-c2ccccc2)n1
→ -10, x, x, x, x, -18, 1
- COc1cccc(CNc2ncc(C(=O)Nc3cc(OC)c(OC)c(OC)c3)c(C)n2)c1
→ 3, x, 3, -9, 0, -4, -6
- O=C(CCC(=O)N1CCCCCC1)NCc1ccc(F)cc1
→ 6, -6, -1, -1, -8, -1, -3
- CCOC(=O)c1[nH]c2ccc(OCC)cc2c1NC(=O)CN1CCCC(C)C1 (stereo unspecified)
→ x, 0, 1, -3, 4, 0, x
- COc1ccc(OC)c(NC(=O)CSc2nc3cccnc3n2C)c1
→ x, 35, 0, 12, 13, 2, x
- COCC(=O)N1C[C@H](C)[C@@H](OC)CN(C)C(=O)c2cc(NC(=O)c3ccc(OC)cc3)ccc2OC[C@@H]1C
→ -1, -14[16.7 µM], 0, 22, 1, -5, -7
- CC(C)[C@H](NC(=O)C1CC(=O)N(c2ccc3c(c2)OCO3)C1)C(=O)NC1CCCC1 (stereo partly specified)
→ 0, -4, -1, 1, -3, -1, -5
- COc1ccc(CCn2c(NN=C(C)C)nc3c2c(=O)[nH]c(=O)n3C)cc1
→ 1, -8, -13, x, x, 23, -1
- Cc1nc2ccc(S(=O)(=O)Nc3cccc(-c4nc5cccnc5s4)c3)cc2s1
→ 5, 0, -2, 13, -4, x, 9

3 compounds drawn at random from the list so far, as already listed:
Every second line gives: ERp5 inh, miR122 inh, Cneo AK release, C2C12 statin, esBAF inh, ARNT TACC3 PPI, SIRT5 block
- COCC(=O)N1C[C@H](C)[C@@H](OC)CN(C)C(=O)c2cc(NC(=O)c3ccc(OC)cc3)ccc2OC[C@@H]1C
→ -1, -14[16.7 µM], 0, 22, 1, -5, -7
- Cc1nc2ccc(S(=O)(=O)Nc3cccc(-c4nc5cccnc5s4)c3)cc2s1
→ 5, 0, -2, 13, -4, x, 9
- COc1cccc(CNc2ncc(C(=O)Nc3cc(OC)c(OC)c(OC)c3)c(C)n2)c1
→ 3, x, 3, -9, 0, -4, -6

Further results:
Every second line gives: ERp5 inh, miR122 inh, Cneo AK release, C2C12 statin, esBAF inh, ARNT TACC3 PPI, SIRT5 block
- C[C@H](CO)N1C[C@H](C)[C@H](CN(C)C(=O)Nc2ccc(C(F)(F)F)cc2)Oc2ccc(NC(=O)Cc3cn(C)c4ccccc34)cc2CC1=O
→ 9, -3[16.7 µM], -1, 39, -2, -26, -7
- CCOC(=O)c1oc2ccc(S(=O)(=O)n3nc(-c4ccc(Cl)cc4)cc3N)cc2c1C
→ 3, 2, 0, 8, -15, -10, 3
- C[C@H]1CCCCO[C@H](CN(C)C(=O)Cc2ccccc2)[C@@H](C)CN([C@@H](C)CO)C(=O)c2cc(NS(=O)(=O)c3cn(C)cn3)ccc2O1
→ 1, 1[16.7 µM], 2, 16, 5, 1, -1
- CCC(C)(O)c1[nH]c2ccc(C#N)cc2c1C (stereo unspecified)
→ -1, 1, 0, 0, 2, -3, x
- Cc1ccccc1-n1c(C)nnc1SCc1nc2ccccc2s1
→ -6, x, 0, 28, 69*, -2, 0
- O=C(Nc1nc2c(s1)CCCC2)Oc1ccccc1
→ x, 0, 3, 1, 4, 2, x
- COc1ccccc1-c1cnn2c(N3CCOCC3)cc(C)nc12
→ -1, 11, -4, 6, 57*, -9, -4
- COc1ccc(S(=O)(=O)N2CCN(C3Cc4ccccc4C3)CC2)cc1
→ 4, x, x, x, x, -1, 1
- O=C(C1CCC1)N1C[C@H]2[C@@H](c3ccccc31)[C@@H](CO)N2Cc1ccccc1
→ 5, 3[16.7 µM], 0, 30, 0, -13, -2
- CN(CCO)c1cnccn1
→ 2, x, x, x, x, 1, 1

Next part:
Every second line gives: ERp5 inh, miR122 inh, Cneo AK release, C2C12 statin, esBAF inh, ARNT TACC3 PPI, SIRT5 block
- COC(=O)c1ccccc1NC(=O)N1CCN(c2ccccc2F)CC1
→ 2, -1, 2, -4, 5, x, -2
- Cc1cc2nc(-c3cccnc3SCC(=O)NCc3ccco3)[nH]c2cc1C
→ -13, 11, x, -67, -1, 7, -5
- CCCn1c(SCC(=O)NNC(=O)c2ccc(OC)cc2)nnc1C(C)C
→ 0, -4, -4, 39, -1, -5, -4
- C[C@H](O)C#Cc1ccc2c(c1)O[C@H](CN(C)C(=O)CN(C)C)[C@@H](C)CN([C@H](C)CO)S2(=O)=O
→ -2, -5[16.7 µM], 0, -2, -1, 3, 0
- CC(C)N(C(=O)c1ccccc1-c1ccccc1)C(C)C
→ x, 2, 1, 7, 0, -5, x
- O=C(C[C@H]1CC[C@@H](NS(=O)(=O)c2cccc(F)c2)[C@@H](CO)O1)NCc1ccc2c(c1)OCO2
→ -4, x, 2, 1, -1, -4, 1
- CNC[C@H]1OCc2cnnn2CCCC(=O)N([C@H](C)CO)C[C@H]1C
→ 3, 0[16.7 µM], -12, 1, -2, -9, -3
- Cc1nc(N)nc(OCC(F)(F)C(F)F)c1Br
→ x, 0, -1, -11, 3, 0, x
- Cc1cccc(OC(C)C(=O)N2CCc3ccccc3C2)c1 (stereo unspecified)
→ -3, 2, -2, -21, 1, -4, 0
- C[C@@H]1CN([C@H](C)CO)S(=O)(=O)c2ccc(C3=CCCCC3)cc2O[C@H]1CN(C)C(=O)Cc1ccccc1
→ -1, 0[16.7 µM], 29, -32, 6, -6, 15*

Remaining list, next part.
SMILES	ERp5 inh	miR122 inh	Cneo AK release	C2C12 statin	esBAF inh	ARNT TACC3 PPI	SIRT5 block
O=C(O)C1CCCCC1C(=O)NCCc1ccc(Cl)cc1 (stereo unspecified)	x	-6	0	6	2	-7	x
Cc1ccccc1N1CCN(C2CCCN(C(=O)CSc3ccccn3)C2)CC1 (stereo unspecified)	2	-10	-2	15	8	x	-7
CC1CN(Cc2nc3c(c(=O)[nH]c(=O)n3C)n2CCCc2ccccc2)CC(C)O1 (stereo unspecified)	2	1	0	3	-1	-3	-1
COc1ccc(-c2cc3ccc(F)cc3cn2)cc1	3	10	-2	5	-6	5	x
COc1ccccc1CN(C)S(=O)(=O)c1cccs1	-3	5	0	-2	-7	-1	-1
C[C@@H]1CN([C@H](C)CO)C(=O)Cc2cc(NC(=O)Nc3cccc4ccccc34)ccc2O[C@@H]1CN(C)C(=O)Nc1cccc2ccccc12	52*	99*[16.7 µM]	-5	-5	9	23	16*
COCc1cc(C)nc(SCC(=O)NCc2ccco2)c1C#N	3	-4	x	2	-2	0	0
COc1cc(C(=O)N2CCCCCCC2)ccc1OC1CCN(C(C)=O)CC1	23	8	2	x	x	-22	-3
O=c1c2c(nc(NCCO)n1CC1CCCCC1)-c1ccccc1CC21CCCC1	x	4	-1	u	-8	5	x
CCCn1c(SCC(=O)Nc2ccc(S(=O)(=O)N3CCOCC3)cc2)n[nH]c1=O	-2	5	0	3	1	x	-2
CCOC(=O)c1ccc(NC(=O)NCc2cccnc2)cc1	-5	x	1	-5	1	-5	-2
C=CCc1cccc2cc(C(=O)N3CCN(c4ccccn4)CC3)c(=O)oc12	2	x	x	x	x	-24	-1
COC(=O)c1nc(N)sc1-c1ccc(Cl)c(Cl)c1	3	-4	2	7	-7	5	-3
Cc1ccc(NC(=S)N(CCN2CCOCC2)Cc2cc3cc4c(cc3[nH]c2=O)OCCO4)cc1	-8	-10	-2	12	9	9	-2
O=C(c1cccc(F)c1)N1CCCCN2[C@H](CO)[C@H](c3ccc(-c4cncnc4)cc3)[C@H]2C1	1	9[16.7 µM]	0	9	-6	2	0

Additional compounds
SMILES	ERp5 inh	miR122 inh	Cneo AK release	C2C12 statin	esBAF inh	ARNT TACC3 PPI	SIRT5 block
COc1cc(C#Cc2c(-c3cncn3C)n(C)c3ccc(-c4cnc(OC)nc4)cc23)cc(OC)c1	-6	x	1	-26	-16	-5	7
O=C(CN(C(=O)CNC(=O)c1cccs1)c1ccccc1)NC1CCCCC1	1	3	0	5	2	-13	1
O=S(=O)(Nc1nc2ccccc2nc1NCC1CCCO1)c1cc(Cl)ccc1Cl (stereo unspecified)	2	x	x	x	x	5	1
Cc1ccc(NC(=O)CN(C)C(=O)CNC(=O)c2ccc3c(c2)OCO3)cc1	1	3	-2	-8	x	-2	-4
O=[N+]([O-])c1ccccc1S(=O)(=O)Nc1cccc(-c2ccc(N3CCCC3)nn2)c1	2	-14	-1	-4	34	-10	-1
CCCCn1c(SCc2ccc(Cl)cc2)nc2c1c(=O)[nH]c(=O)n2C	x	3	0	23	-6	-7	x
O=C1C(Cl)=C(O)C2(Cl)C(Cl)=C(Cl)C12Cl (stereo unspecified)	-1	-6	2	6	3	14	6
Cc1ccc(C(=O)N2CCN(C3CCCCC3)CC2)s1	x	-2	-2	-4	-9	1	x
c1cc(-c2ccc(N3CCOCC3)cc2)n2ccnc2c1	0	0	2	0	57*	x	-76
CC(C)CC#Cc1ccc2c(c1)O[C@@H](CN(C)C(=O)CN(C)C)[C@@H](C)CN([C@H](C)CO)S2(=O)=O	-1	-2[16.7 µM]	48	4	2	4	-4

Printed as active in SIRT5 block, among the entries above:
mol	ERp5 inh	miR122 inh	esBAF inh	ARNT TACC3 PPI	SIRT5 block
C[C@@H]1CN([C@H](C)CO)S(=O)(=O)c2ccc(C3=CCCCC3)cc2O[C@H]1CN(C)C(=O)Cc1ccccc1	-1	0[16.7 µM]	6	-6	15*
C[C@@H]1CN([C@H](C)CO)C(=O)Cc2cc(NC(=O)Nc3cccc4ccccc34)ccc2O[C@@H]1CN(C)C(=O)Nc1cccc2ccccc12	52*	99*[16.7 µM]	9	23	16*

From PubChem
